KB-3-1 tox: KB-3-1 parental cell cytotoxicity. Potency, µM (top dose mostly 46.1 µM), without a hit: at the highest dose activity change, negative = cytotoxic, actives largely listed as cytotoxic. KB-3-1 viability, CellTiter-Glo ATP luminescence, 72 h. 400,000 tested, 1.4% active. AID 1347075; also: potency is read from the fitted curve at half-maximal effect; % is scaled to controls: 0 for no effect and ±100 for the full control effect; nearly all actives have a fitted effect of over 60% in size
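KB-3-1 parental drug-naive adenocarcinoma cells in DMEM/10% FBS, incubated 72 h at 37 C with pin-transferred compounds across a concentration series. Viability by CellTiter-Glo luminescence; concentration-response curves fitted after normalization.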
HEK293 tox: cytotoxicity counter-screen for GLP-1 receptor inverse agonists | 410,000 tested, 0.13% active | Potency, µM (doses to about 38.3 µM), inactives show at the highest dose activity change, negative = inhibition, hits mostly inhibitors | AID 624418 | HEK293 cAMP-luciferase reporter cells, luminescence, 24 h;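 also: loss of luciferase light is scored as toxicity; potency is read from the fitted curve at half-maximal effect; % is scaled to controls: 0 for no effect and ±100 for the full control effect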
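Compound-treated cells are incubated 24 hr at 37 deg C under 5% CO2 after a 12 hour attachment period, then luciferase detection reagent is added and luminescence is measured following 12 min at room temperature; lowered signal indicates toxicity.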
D3 ag: agonists of human D3 dopamine receptor; 410,000 tested, 0.58% active; max activation, %; D3R DiscoveRx beta-arrestin cells, luminescence, 90 min; in the data active = max activation above about 30%; also: 0% is about no effect; mostly tested at two doses, the higher about 12 µM
Target sequence (P35462 whole entry, looked up): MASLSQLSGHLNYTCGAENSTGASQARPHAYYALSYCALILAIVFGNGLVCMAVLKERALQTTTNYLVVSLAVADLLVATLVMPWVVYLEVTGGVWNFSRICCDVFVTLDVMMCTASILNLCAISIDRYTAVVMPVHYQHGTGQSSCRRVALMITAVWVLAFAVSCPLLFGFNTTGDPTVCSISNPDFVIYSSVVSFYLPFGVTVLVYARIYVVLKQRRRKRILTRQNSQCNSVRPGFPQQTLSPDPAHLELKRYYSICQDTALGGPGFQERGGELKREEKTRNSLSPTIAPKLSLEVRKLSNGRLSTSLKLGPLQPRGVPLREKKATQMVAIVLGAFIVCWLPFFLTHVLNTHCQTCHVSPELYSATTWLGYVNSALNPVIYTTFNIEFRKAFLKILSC
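Cells at 1500/well, incubated overnight, then treated with pinned compounds (dopamine as control) for 90 min at 37 degrees C. DiscoveRx reagent added for 30 - 60 minutes at room temperature; luminescence read.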
HT1080 IDH1KD tx: HT-1080 IDH1 knockdown cell toxicity (counter line) | HT-1080 IDH1 knockdown viability, ATP luminescence, 48 h | Potency, µM (titrated, usually from 46.1 µM), for inactives: at the top dose activity, negative = toxicity, actives largely listed as cytotoxic | 360,000 tested, 2% active | AID 686971;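 also: potency is read from the fitted curve at half-maximal effect; 0% = DMSO wells and -100% = cell-free medium wells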
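Viability of IDH1-knockdown HT-1080 fibrosarcoma cells was assessed by CellTiter-Glo after 48 h at 37 °C with titrated compound; concentration-effect curves were classified by fit quality and response size.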
KB-V1 MDR tox: kills drug-selected multidrug resistant KB-V1 cells; 400,000 tested, 3.4% active; KB-V1 MDR cells viability, CellTiter-Glo, 72 h; Potency, µM (top dose mostly 46.1 µM), inactives show at the highest dose activity change, negative = cytotoxicity, actives largely listed as cytotoxic; also: potency is read from the fitted curve at half-maximal effect; % is scaled to controls: 0 for no effect and ±100 for the full control effect; nearly all actives have a fitted effect of over 60% in size
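Following 72 h at 37 degrees C with compound, KB-V1 cell viability was read by CellTiter-Glo luminescence, medium being phenol-red-free DMEM plus 10% FBS; concentration-response parameters came from normalized, curve-fitted qHTS data.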
HT1080-NT tox: kills 2HG-producing HT-1080-NT fibrosarcoma cells. HT-1080-NT fibrosarcoma viability, CellTiter-Glo ATP luminescence, 48 h. Potency, µM (series often up to 46.1 µM), for the others: top-dose activity, negative = less viability, hits mostly cytotoxic. 360,000 tested, 1.6% active. AID 686970;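 also: NT is the 2HG producing partner of a matched IDH1 knockdown line; potency is read from the fitted curve at half-maximal effect; 0% = DMSO-treated cells and -100% = media-only wells without cells; nearly all actives have a fitted effect of over 55% in size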
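HT-1080-NT; 750 cells/well; 5% FBS RPMI; 48 h compound, 37 degrees C; CellTiter-Glo luminescence; curve fitting and curve-class assignment.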
MCF10A rereplic: DNA re-replication induction in MCF 10a cells. MCF 10A DNA re-replication, Hoechst nuclear intensity, 48 h. Potency, µM (titrated, usually from 46.1 µM), for inactives: at the top dose activity, positive = re-replication, actives largely listed as activators. 350,000 tested, 2.9% active; also: potency is read from the fitted curve at half-maximal effect; % of control where 0% means no effect; nearly all actives have a fitted effect of over 50% in size
SW480 rereplic: induces DNA re-replication in SW480 colon adenocarcinoma cells; SW480 DNA re-replication, Hoechst DNA content imaging, 48 h; Potency, µM (series often up to 46.1 µM), for inactives: at the top dose re-replication activation, actives largely listed as activators; 340,000 tested, 1.8% active; AID 624297; also: potency is read from the fitted curve at half-maximal effect; % of control where 0% means no effect; nearly all actives have a fitted effect of over 55% in size
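Compounds, transferred as 23 nL by pin tool, were incubated with cells for 48 hr; DNA content per nucleus was then quantified by Hoechst staining and fluorescence plate imaging.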
IL1B secr inh: inhibitors of inflammasome signaling (IL-1 beta secretion) | AID 743279 | 360,000 tested, 4.7% active | THP-1 LPS/ATP IL-1B secretion, AlphaLISA, 16 h; stronger effect = lower value | activity change, % at 57.5 µM; in the data active = activity change below about -50%; inconclusive = mostly about -30% to -49%; also: % is scaled to controls: 0 for no effect and ±100 for the full control effect
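Secreted IL-1B measured by AlphaLISA bead assay after 16 h compound exposure of THP-1 cells; compounds (final up to 57.5 uM) added 1 h before LPS (250 ng/mL) and ATP (1.25 mM) stimulation; lower signal means less secretion.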
Starred values were filed as active, the others as inactive; ? = inconclusive; / = not tested or not shown; & = joins results of further samples; [ ] = another dose, or the depositor's remark. Unless noted, calls follow the shape of the dose curve; as a rule, active = well fitted curve in the direction sought with a large enough effect; inconclusive = small, poorly fitted or top-dose-only effect, or another doubt; inactive = no such curve, though single readings can be large; an effect the other way counts as inactive or inconclusive.

molecule,HT1080 IDH1KD tx,IL1B secr inh,MCF10A rereplic,SW480 rereplic,HEK293 tox,KB-V1 MDR tox,KB-3-1 tox,HT1080-NT tox,D3 ag
O=C(N/C(=C/c1ccc([N+](=O)[O-])cc1)C(=O)N1CCCC1)c1ccccc1,2%,26,2%,0%,-7%,0%,14%,-21%,0
COc1ccccc1CCNC(=O)C(=O)c1cn(CC(=O)N2CCOCC2)c2ccccc12,8%,-21,2%,0%,-7%,-13%,14%,-3%,4
CCOc1ccc(Nc2cc(C)nc3ccc(C)cc23)cc1,?,-88*,2%,-5%,-68%,?,?,29µM*,-27
Cc1ccc(CCNC(=O)c2cc3sccc3n2Cc2ccc(Cl)cc2)cc1,/,/,/,/,3%,-7%,13%,/,-26
COc1ccc(CNC(=O)CCNS(=O)(=O)c2cccc3nsnc23)cc1,4%,0,-9%,-8%,-3%&-2%,-2%&0%,-6%&8%,2%,-8&3
CCOC(=O)C(C)Sc1nc(-c2ccccn2)ncc1OC (configuration not stated),-1%,73,20%,0%,?,?,0%,-12%,-8
Cc1ccc(CNC(=O)CN2C(=O)NC3(CCCC3)C2=O)cc1,-14%,-23,-14%,28%,-2%,7%,15%,-2%,4
Nc1nc(NCCCN2CCOCC2)nc(Nc2ccc(F)cc2)c1[N+](=O)[O-],-21%,16,?,8%,-3%,15%,12%,-16%,6
O=C(N/N=C/c1ccc[nH]1)c1ccncc1,7%,18,2%,-20%,1%,5%,18%,13%,1
CC1(C)CC(NC(=O)c2cc([N+](=O)[O-])cc([N+](=O)[O-])c2)CC(C)(C)N1,-5%,76,-9%,?,-6%,0%,?,-16%,-6
C=CCOC(=O)C1=C(C)NC(C)=C(C(=O)OCC=C)C1c1ccc(O)cc1,-6%,-10,3%,3%,?,6%,0%,-6%,-7
COC(=O)[C@@]1(Cc2ccc(F)cc2)[C@H]2c3cc(C(=O)N4CCCC4)n(CCF)c3C[C@H]2CN1C(=O)c1ccccc1,-14%,?,/,/,3%,?,?,?,-8
CC(C)C[C@@H](CNCC(=O)[C@H](Cc1c[nH]c2ccccc12)NC(=O)c1[nH]cnc1C(=O)N[C@@H](C)CN)NC(=O)c1nc[nH]c1C(=O)N[C@@H](C)C(=O)O,-3%,36,8%,-37%,5%,10%,1%,3%,-32
c1ccc(OCc2nn3c(-c4ccccn4)nnc3s2)cc1,26%,5,5%,-5%,?,-28%,23%,16%,-8
CC(=O)Nc1ccc(S(=O)(=O)Nc2cccc(-c3ccc4nncn4n3)c2)cc1,7%,-10,-13%,-22%,-15%,25%,13%,10%,-2

The final 3 entries of the part above are carried over, then new ones follow:
molecule,HT1080 IDH1KD tx,IL1B secr inh,MCF10A rereplic,SW480 rereplic,HEK293 tox,KB-V1 MDR tox,KB-3-1 tox,HT1080-NT tox,D3 ag
CC(C)C[C@@H](CNCC(=O)[C@H](Cc1c[nH]c2ccccc12)NC(=O)c1[nH]cnc1C(=O)N[C@@H](C)CN)NC(=O)c1nc[nH]c1C(=O)N[C@@H](C)C(=O)O,-3%,36,8%,-37%,5%,10%,1%,3%,-32
c1ccc(OCc2nn3c(-c4ccccn4)nnc3s2)cc1,26%,5,5%,-5%,?,-28%,23%,16%,-8
CC(=O)Nc1ccc(S(=O)(=O)Nc2cccc(-c3ccc4nncn4n3)c2)cc1,7%,-10,-13%,-22%,-15%,25%,13%,10%,-2
CCn1c(SCC(=O)NC2CCCCC2)nc2ccccc2c1=O,5%,11,11%,-18%,7%,/,/,1%,12
COCCn1c(SCC(=O)NC(C)c2ccccc2)nc2ccccc21 (configuration not stated),-3%,-10,0%,0%,-2%,-17%,-1%,5%,-3
CCC(=O)N1CCc2cc(Br)cc(S(=O)(=O)NCc3cccc(OC)c3)c21,/,/,/,/,-1%,1%,4%,/,-13
COc1ccc(C(=O)c2c(C)c(CCC#N)n3ccccc23)c(OC)c1,10%,-8,3%,9%,3%,-2%,2%,?,-4
O=C(COC(=O)c1ccc(Br)o1)Nc1nc2c(F)c(F)c(F)cc2s1,1%,17,?,?,1%,-1%,10%,-2%,8
O=C(CSc1nnc(C2CC2)n1CC1CCCO1)Nc1cccc(Cl)c1 (configuration not stated),-4%,10,0%,-15%,5%,-21%,-1%,4%,6
CC(C)(C)CC(=O)Nc1nnc(SCC(=O)NC2CCCCC2)s1,0%,-6,2%,5%,1%,-28%,-1%,8%,7
COc1cc(/C=C2\SC(=S)N(CCC(=O)Nc3ccccc3O)C2=O)cc(OC)c1OC,-9%,-5,4%,?,1%,-4%,3%,-1%,4
COc1cc(CCC(=O)NCc2ccc3c(c2)CCN3C(=O)c2cccc(C)c2)cc(OC)c1OC,/,/,/,/,5%,-18%,-6%,/,-11
COc1ccc(C2CC(=O)c3c(O)cc(O)cc3O2)cc1O (configuration not stated),15%,-7,-6%,-2%,-7%,12%,-1%,0%,-3
Cc1nnsc1S(=O)c1ccc(F)cc1 (configuration not stated),13%,-50*,-7%,-11%,-21%,?,-3%,17%,-1
CCOC(=O)c1sc2nc3c(SCC(=O)O)cc(C(=O)c4ccccc4O)cn3c(=O)c2c1C,11%,15,1%,16%,-2%,31%,7%,9%,-3
Cc1cc(C)n2c(SCCC(C)C)nnc2n1,-1%,-14,5%,-8%,28%,4%,1%,-3%,-6
COc1ccc2c(c1)c1c(c(=O)n(CCc3ccccc3)c(=O)n1Cc1ccccc1)n2C,/,/,/,/,1%,0%,6%,/,3
C=CCNC(=O)c1cn(CC)c2cc(N3CCN(C(=O)c4ccco4)CC3)c(F)cc2c1=O,-5%,-11,-2%,19%,-12%,?,-19%,-1%,3

Part of the list above, limited to MCF10A rereplic, HEK293 tox and KB-3-1 tox:
compound | MCF10A rereplic | HEK293 tox | KB-3-1 tox
O=C(N/N=C/c1ccc[nH]1)c1ccncc1 | 2% | 1% | 18%
CC1(C)CC(NC(=O)c2cc([N+](=O)[O-])cc([N+](=O)[O-])c2)CC(C)(C)N1 | -9% | -6% | ?
C=CCOC(=O)C1=C(C)NC(C)=C(C(=O)OCC=C)C1c1ccc(O)cc1 | 3% | ? | 0%
COC(=O)[C@@]1(Cc2ccc(F)cc2)[C@H]2c3cc(C(=O)N4CCCC4)n(CCF)c3C[C@H]2CN1C(=O)c1ccccc1 | / | 3% | ?
CC(C)C[C@@H](CNCC(=O)[C@H](Cc1c[nH]c2ccccc12)NC(=O)c1[nH]cnc1C(=O)N[C@@H](C)CN)NC(=O)c1nc[nH]c1C(=O)N[C@@H](C)C(=O)O | 8% | 5% | 1%

Profiles, quoted from the list. Values in the order: HT1080 IDH1KD tx | IL1B secr inh | MCF10A rereplic | SW480 rereplic | HEK293 tox | KB-V1 MDR tox | KB-3-1 tox | HT1080-NT tox | D3 ag
`COc1ccc(C(=O)c2c(C)c(CCC#N)n3ccccc23)c(OC)c1` reads 10% | -8 | 3% | 9% | 3% | -2% | 2% | ? | -4
`O=C(COC(=O)c1ccc(Br)o1)Nc1nc2c(F)c(F)c(F)cc2s1` reads 1% | 17 | ? | ? | 1% | -1% | 10% | -2% | 8

(list continues)
molecule,HT1080 IDH1KD tx,IL1B secr inh,MCF10A rereplic,SW480 rereplic,HEK293 tox,KB-V1 MDR tox,KB-3-1 tox,HT1080-NT tox,D3 ag
COc1cccc(CC(=O)OC(C)C(=O)Nc2ccc(N3CCOCC3)cc2)c1 (configuration not stated),2%,-9,-4%,-346%[inhibitor],0%,4%,-4%,-1%,-14
CCN(CC(=O)Nc1ccc(NC(C)=O)cc1)CC(=O)Nc1ccccc1C(=O)c1ccccc1,0%,-13,10%,?,-21%,10%,-4%,-7%,2
Cc1ccc(CNC(=O)/C=C/c2ccc(S(=O)(=O)N3CCOCC3)cc2)cc1,23%,-6,?,0.82µM*,-4%,16%,12%,26%,1
O=C(O)CCc1ccc(-c2ccccc2)n1CC(=O)Nc1cccc(C(F)(F)F)c1,7%,0,9%,-7%,0%,0%,26%,3%,-1
O=C(O)C1CCN(C(=O)c2ccccc2C(=O)N2CCC(C(=O)O)CC2)CC1,?,28,5%,0%,9%,16%,-1%,9%,0
O=C(/C=C/c1ccccc1Cl)Nc1cccc(O)c1,-3%,-13,-7%,2%,-5%,-4%,0%,-6%,-2
Cc1cnc(C(=O)OCC(=O)Nc2cc(-c3ccccc3)nn2-c2ccccc2)cn1,5%,-27,-2%,-2%,-24%,0%,?,10%,2
COc1cc2ccccc2cc1C(=O)NCC(c1cccs1)N(C)C (configuration not stated),?,-76*,?,-13%,2%,?,?,-22%,-35
COc1ccc(NC(=O)COC(=O)CNC(=O)C2CCCCC2)cc1OC,-2%,21,2%,-1%,7%,17%,?,-2%,3
C=CCN1C(=O)c2ccccc2Sc2ccc(C(=O)NC(C)C)cc21,-1%,3,-4%,-9%,13%,-17%,-10%,-2%,2
COc1ccc(NC(=O)c2ccc(NC(=O)c3ccncc3)cc2)cc1,12%,-4,-12%,-3%,-7%,-8%,-1%,-1%,-2
O=C(c1ccco1)N1CCN(c2nc(C(F)(F)F)nc3c2nnn3Cc2ccccc2)CC1,?,?,16%,17%,1%,2.3µM*,?,?,7
CCc1c(C)c2cc3c(c(C)c2oc1=O)OCN(CCc1ccccc1F)C3,/,/,/,/,207%[activator],0%,-4%,/,-35
COc1ccc(Cl)cc1NC(=O)CNc1ccc(F)cc1C,3%,0,2%,/,-11%,?,0%,2%,3
